Gli-Sufu antag – blocks Gli-Sufu signaling in a luciferase reporter; Sufu-KO-LIGHT fibroblasts, Gli luciferase reporter luminescence; inhibition, % at 5 µM; actives 0.74% (n = 340,000);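 active means inhibition above about 55%, limit read from the data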;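 further: 0% = DMSO-treated cells and 100% = wells with medium but no cells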
CXCR6 inh – blocks human CXCR6 beta-arrestin recruitment; O00574; CHO-K1 PathHunter CXCR6 beta-arrestin, luminescence; inhibition, % at 20 µM; actives 0.36% (n = 360,000); AID 602244; in the data active means inhibition above about 34%, passing the limit was not always enough;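 further: antagonist mode with CXCL16 agonist at 10 nM final; 0% = 10 nM CXCL16 with DMSO and 100% = unstimulated wells without agonist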
Target sequence (O00574 whole entry, looked up): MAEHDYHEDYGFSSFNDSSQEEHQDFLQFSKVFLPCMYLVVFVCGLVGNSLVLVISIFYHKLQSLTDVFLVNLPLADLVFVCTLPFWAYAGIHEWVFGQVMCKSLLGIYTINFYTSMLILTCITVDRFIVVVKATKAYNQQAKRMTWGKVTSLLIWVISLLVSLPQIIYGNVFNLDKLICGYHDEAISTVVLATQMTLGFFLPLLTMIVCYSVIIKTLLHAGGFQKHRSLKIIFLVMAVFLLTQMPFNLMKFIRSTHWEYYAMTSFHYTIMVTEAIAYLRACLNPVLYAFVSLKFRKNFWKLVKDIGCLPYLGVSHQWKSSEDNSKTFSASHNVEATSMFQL
697 NFkB inh – inhibitors of the PMA/ionomycin-induced NF-kB reporter in 697 B cells; 697 B-cell NF-kB luciferase reporter, 16 h; inhibition, % at 4 µM; actives 0.33% (n = 330,000); AID 435022; in the data active means inhibition above about 35%
Jurkat NFkB inh – inhibitors of the PMA/ionomycin-induced NF-kB reporter in Jurkat cells | inhibition, % at 4 µM | actives 0.53% (n = 330,000) | PMA/ionomycin-induced NF-kB luciferase reporter, luminescence | AID 435003; in the data active means inhibition above about 50%
XBP1 UPR activ – adaptive UPR (XBP1) activation | AID 463104 | activation, % at 20 µM | actives 0.33% (n = 330,000) | CHO-XBP1 luciferase reporter, IRE1-XBP1 UPR activation, luminescence; percent of tunicamycin response, DMSO as zero;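 active means versus positive control, 20 µM dose yields 30% or more activation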;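 further: 100% = tunicamycin at 10 µg/mL and 0% = DMSO only wells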
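incubation = overnight seeding at 37 °C, 6 h compound treatment at 37 °C | assay system = CHO-XBP1 cells stably carrying IRE1-XBP1-driven luciferase reporter | input = 1000 cells per well | detection = luciferase luminescence | dosing = single point, 20 µM final compound, 1% DMSO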
EBI2 block – EBI2 (human) antagonism; AID 651636; actives 0.81% (n = 360,000); P32249; inhibition, % at 5 µM; EBI2 beta-arrestin recruitment, luminescence, 7a,25-OHC stimulated; in the data active means inhibition above about 38%;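 further: enzyme fragment complementation signal reports receptor beta-arrestin coupling in cells; 0% = agonist plus DMSO wells and 100% = wells without agonist; some results beyond the cut were filed as inactive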
Target sequence (P32249 whole entry, looked up, the tested form may be a part): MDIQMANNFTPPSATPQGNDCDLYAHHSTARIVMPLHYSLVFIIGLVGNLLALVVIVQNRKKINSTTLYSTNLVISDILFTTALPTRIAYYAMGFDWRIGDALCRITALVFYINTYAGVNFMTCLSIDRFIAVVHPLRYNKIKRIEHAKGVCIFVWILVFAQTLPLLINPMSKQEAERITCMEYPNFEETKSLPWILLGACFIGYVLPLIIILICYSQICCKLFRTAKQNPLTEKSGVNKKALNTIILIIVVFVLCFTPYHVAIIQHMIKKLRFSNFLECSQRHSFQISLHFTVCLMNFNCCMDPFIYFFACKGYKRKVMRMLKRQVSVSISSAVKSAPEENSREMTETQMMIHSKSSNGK
CCR6 antagonist – antagonists of human CCR6 receptor. CHO-K1 CCR6 PathHunter beta-arrestin, luminescence, CCL20-stimulated. inhibition, % at 20 µM. actives 0.49% (n = 340,000). AID 493098;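 active means compounds whose inhibition of the agonist-driven luminescence signal at 20 µM reaches about 50%, limit read from the data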;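 further: cells stimulated with CCL20 at 14 nM final; plate controls were DMSO with CCL20 for no effect and DMSO without agonist for full effect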
Target sequence (P51684 whole entry, looked up): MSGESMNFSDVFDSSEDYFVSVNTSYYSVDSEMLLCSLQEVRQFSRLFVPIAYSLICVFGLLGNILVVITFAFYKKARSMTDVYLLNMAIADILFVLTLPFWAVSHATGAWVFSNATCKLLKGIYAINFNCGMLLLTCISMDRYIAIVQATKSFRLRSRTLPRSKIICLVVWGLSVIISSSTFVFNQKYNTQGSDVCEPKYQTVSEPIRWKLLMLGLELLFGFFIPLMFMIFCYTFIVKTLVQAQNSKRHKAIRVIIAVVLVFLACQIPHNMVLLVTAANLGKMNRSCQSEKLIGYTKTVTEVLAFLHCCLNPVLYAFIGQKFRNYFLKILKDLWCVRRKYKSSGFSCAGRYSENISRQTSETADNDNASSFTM
Mdm2-MdmX inh – human Mdm2/MdmX binding inhibition. inhibition, % at 8 µM. SaOS-2 split-luciferase Mdm2/MdmX complementation, luminescence. AID 485346. actives 3% (n = 330,000);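 active means inhibition of at least 50% at 8 µM in the primary screen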
UPR CHOP act – apoptotic UPR (CHOP) activation; actives 0.34% (n = 330,000); activation, % at 10 µM; CHO-CHOP luciferase reporter, luminescence; percent of tunicamycin response over DMSO baseline;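 active means at 10 µM dose, activation of 40% or more, normalized to positive control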;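 further: 100% = tunicamycin at 10 µg/mL and 0% = DMSO alone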
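Test system: CHO CHOP reporter cells. Input: 500 CHO-CHOP cells per well. Medium: F12 with 10% FBS. Technique: luciferase luminescence. Measure: percent activation relative to tunicamycin control. Dosing: 10 µM compound, 0.5% DMSO. Timing: 16-18 h cell attachment, then 6 h compound exposure, 37 °C.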
The depositor's hits bear a star.

Every second line gives: EBI2 block | 697 NFkB inh | CXCR6 inh | XBP1 UPR activ | CCR6 antagonist | Mdm2-MdmX inh | UPR CHOP act | Gli-Sufu antag | Jurkat NFkB inh
[1] Cc1nc2cc(C(=O)NCc3ccc4c(c3)OCO4)ccc2n1-c1ccc(Br)cc1
 : 2.5 | -11.2 | 7.8 | 2.5 | -1.6 | 9.5 | 0.4 | -3.2 | -0.8
[2] COc1ccc(N(CC(=O)NCCc2ccc(Cl)cc2)S(=O)(=O)c2c(C)[nH]c(=O)[nH]c2=O)cc1
 : 4.2 | 4.4 | -4.5 | -4.8 | -0.9 | 10.4 | -0.1 | -4.2 | 0.7
[3] Cc1cc(=O)oc2cc(OC(=O)c3ccccc3)ccc12
 : 3.6 | -0.9 | -5.1 | -2.4 | 20.3 | 14.8 | -1.3 | -3.9 | 0.5
[4] CCOc1ccccc1C(=O)Nc1cccc(-c2nnc(-c3ccccc3)o2)c1
 : 22.1 | -21.4 | 10.8 | 2.5 | 11.4 | 18.1 | -0.3 | 4.8 | -15.8
[5] COc1cc(NC(=O)CN2C(=O)c3ccccc3Sc3ccc(C(=O)N4CCOCC4)cc32)cc(OC)c1OC
 : 6.1 | 19.0 | -2.9 | -0.9 | 9.6 | -3.7 | 0.0 | 7.2 | 12.1
[6] COc1ccc(N2Cc3ccccc3C2=O)cc1
 : 5.5 | -174.7 | 6.7 | -7.1 | -0.5 | -74.4 | -4.0 | -134.3 | -119.3
[7] CC(=O)N1CC(C)Oc2ccc(S(=O)(=O)NC(CC(=O)O)c3ccccc3)cc21 (configuration not stated)
 : 6.5 | 3.2 | -0.1 | -5.3 | 5.6 | 0.0 | 0.9 | 0.9 | 6.4
[8] Nc1cccc(-c2cc(-c3ccccc3)nc(-c3cccc(N)c3)n2)c1
 : -35.9 | -2.7 | -0.8 | 2.6 | -6.0 | 65.0* | -0.3 | 0.6 | -6.6
[9] Cc1cc(C(=O)OCC(=O)Nc2nc(-c3ccccc3)cs2)c(C)o1
 : 8.5 | 1.7 | 4.7 | -0.6 | -11.4 | 39.2 | 0.4 | -2.6 | -8.3
[10] C=CCn1c(O)c(C=Nc2ccccc2)sc1=S
 : 6.2 | 5.2 | 7.4 | -2.7 | 24.4 | -24.6 | 5.7 | -13.6 | 1.7

Next section, overlapping the part above by three compounds.
Every second line gives: EBI2 block | 697 NFkB inh | CXCR6 inh | XBP1 UPR activ | CCR6 antagonist | Mdm2-MdmX inh | UPR CHOP act | Gli-Sufu antag | Jurkat NFkB inh
[8] Nc1cccc(-c2cc(-c3ccccc3)nc(-c3cccc(N)c3)n2)c1
 : -35.9 | -2.7 | -0.8 | 2.6 | -6.0 | 65.0* | -0.3 | 0.6 | -6.6
[9] Cc1cc(C(=O)OCC(=O)Nc2nc(-c3ccccc3)cs2)c(C)o1
 : 8.5 | 1.7 | 4.7 | -0.6 | -11.4 | 39.2 | 0.4 | -2.6 | -8.3
[10] C=CCn1c(O)c(C=Nc2ccccc2)sc1=S
 : 6.2 | 5.2 | 7.4 | -2.7 | 24.4 | -24.6 | 5.7 | -13.6 | 1.7
[11] COC(=O)c1ccc(NC(=O)CSc2nnc(CNc3ccc(F)cc3)n2C)cc1
 : 0.9 | 13.8 | -10.1 | -4.5 | 2.0 | 13.9 | -1.3 | -2.7 | 17.1
[12] Clc1ccc(CN2CCC(c3nc4ccc(Cl)cc4[nH]3)CC2)cc1
 : 5.9 | -6.6 | -13.6 | -3.0 | 12.0 | 36.5 | -1.4 | 29.7 | 8.9
[13] Cc1ccccc1OCC(=O)Nc1ccccc1N1CCCCC1
 : 40.1 | 16.9 | 10.4 | 1.0 | 19.3 | 36.7 | 3.2 | -0.3 | -2.1
[14] O=C(COC(=O)C1COc2ccccc2O1)Nc1cccc(Cl)c1 (configuration not stated)
 : -1.7 | 0.4 | -5.2 | -0.5 | 0.0 | -12.3 | 1.7 | -5.8 | -1.9
[15] COc1ccc(NC(=O)CCCn2c(=O)oc3ccccc32)cc1Cl
 : -9.4 | -24.1 | 0.6 | 0.0 | -0.3 | -54.5 | 1.8 | -37.4 | -43.3
[16] COc1cccc(NC(=O)c2cccc(N3C(=O)C4C5C=CC(C5)C4C3=O)c2)c1 (configuration not stated)
 : 3.3 | -20.5 | -9.5 | -1.6 | 5.5 | 25.5 | 1.5 | -3.0 | 3.7
[17] COc1cc(NC(=O)CSc2nnc3c(n2)[nH]c2ccc(S(=O)(=O)NC(C)C)cc23)cc(OC)c1OC
 : -5.8 | 6.4 | -6.0 | -0.6 | 9.9 | 5.1 | -1.4 | 5.6 | 2.2
[18] CC(NC(=O)c1ccc(S(C)(=O)=O)cc1)c1cccc2ccccc12 (configuration not stated)
 : -1.5 | 1.3 | -3.9 | -4.5 | -0.4 | -9.2 | 1.3 | -3.2 | -3.4
[19] Cc1ccc(/C=N/N(Cc2ccccc2)c2ccccc2)o1
 : 16.9 | -25.1 | 6.1 | -2.1 | 15.8 | 25.0 | 1.1 | -7.4 | 3.4
[20] C=CCNC(=O)/C(=C\C=C\c1ccccc1)NC(=O)c1ccccc1Cl
 : -2.1 | -5.5 | -0.6 | -0.1 | 9.4 | -12.6 | -0.6 | -3.9 | -1.1
[21] O=C1CCc2cc(S(=O)(=O)NCc3ccccc3Cl)cc3c2N1CC3
 : 4.6 | 2.0 | -4.8 | 1.1 | 10.0 | 9.3 | -0.1 | 2.3 | 0.2
[22] CCn1cc(CNC(=O)c2cc(Cl)ccc2OC)c(C)n1
 : -0.7 | -1.2 | 0.9 | -4.0 | 11.9 | 15.4 | -2.1 | 5.8 | 1.0
[23] CSc1ccc(CN(C)C(=O)C2CCN(C(=O)Nc3ccccc3)CC2)cc1
 : 6.0 | 3.9 | -8.7 | -2.7 | 16.3 | 0.0 | -0.8 | -8.1 | -10.9
[24] CCN1CCN(CC(=O)c2ccc(C)cc2)CC1
 : -6.7 | 2.2 | -2.1 | 0.0 | 9.1 | 13.2 | 0.7 | 5.0 | -9.4
[25] Clc1ccc(Cn2nnc(-c3ccc(CN4CCOCC4)cc3)n2)cc1
 : 2.1 | -24.9 | -10.2 | 0.7 | -2.7 | -6.3 | 0.6 | 1.2 | -15.1
[26] Cc1nnc(SCC(=O)NCc2ccc(Cl)cc2)[nH]c1=O
 : 4.5 | -6.1 | -0.1 | -0.9 | -11.6 | 2.6 | -1.9 | -2.7 | -20.0
[27] c1ccc2oc(-c3csc(N4CCOCC4)n3)cc2c1
 : 7.5 | -216.4 | 0.2 | -5.1 | 7.4 | -121.1 | -0.1 | -100.8 | -221.5
[28] CN1C(=O)c2cccc(NC(=O)C3CCCCC3)c2C1=O
 : 0.8 | 8.0 | -0.5 | -0.9 | 2.0 | -5.9 | -0.1 | 15.0 | 1.4
[29] O=C(NCC1CCCO1)c1nc2c(nnn2Cc2ccc(F)cc2)c(=O)[nH]1 (configuration not stated)
 : -18.7 | 7.1 | -7.1 | -1.8 | -1.8 | 2.5 | 0.8 | 1.1 | -8.1
[30] c1coc(CNc2c3c(nc4ccccc24)CCC3)c1
 : 2.1 | -4.9 | 8.3 | -1.0 | 22.7 | 25.4 | 0.2 | 39.0 | 6.3
[31] CCC(C)C(NC(=O)C1CCC(C)CC1)C(=O)NC(C(=O)OC)C(C)C (configuration not stated)
 : -3.2 | 11.8 | -1.7 | -3.7 | -30.8 | 3.1 | -1.6 | -12.8 | 2.4
[32] Nc1c(N2CCCCC2)c2ccccc2oc1=O
 : -12.4 | -22.8 | 11.1 | 7.2 | 14.6 | 21.2 | -0.5 | 0.0 | -4.3
[33] CCC(=O)N1c2ccc(S(=O)(=O)CCC(=O)NCc3ccc4c(c3)OCO4)cc2CC1C (configuration not stated)
 : 0.0 | -16.2 | -2.7 | -0.5 | 5.7 | 21.3 | 0.3 | -7.3 | -6.5
[34] O=C1COc2ccc(S(=O)(=O)N3CCN(c4ccccc4F)CC3)cc2N1
 : -6.7 | -15.5 | -10.0 | -3.1 | -3.2 | 16.0 | -2.1 | -4.7 | 11.6
[35] Cc1cc(NC(=O)COC(=O)c2ccc(C)c(C)c2)no1
 : -5.6 | 5.8 | -8.9 | 0.0 | 0.5 | -5.1 | 2.1 | -2.7 | 1.4
[36] CCOc1ccc(/C=C2\SC(=S)NC2=O)cc1OC
 : 5.1 | -8.6 | 9.2 | 1.3 | 6.0 | -17.7 | 3.8 | 2.6 | 16.1
[37] c1cnc(N2CCN(c3cnccn3)CC2)nc1
 : -0.8 | 3.3 | -3.2 | 2.8 | 11.9 | 2.1 | -0.6 | 1.6 | 4.0
[38] CN(C(=O)CSc1nc(-c2ccccc2)c(-c2ccccc2)o1)C1CCS(=O)(=O)C1 (configuration not stated)
 : 10.3 | -48.1 | 8.3 | -0.2 | 3.9 | 15.4 | -2.4 | 1.1 | -2.3
[39] CCOC(=O)Cn1c(C)nc2ccccc21
 : 1.9 | 5.3 | 3.7 | -2.3 | -13.2 | 14.7 | -1.2 | 3.0 | -11.1
[40] OCCn1c(-c2ccc3c(c2)OCO3)csc1=Nc1ccccc1
 : 8.4 | -95.5 | -11.3 | 5.9 | 12.9 | -42.6 | 1.4 | -23.8 | -33.3
[41] CC(C)CC(NC(=O)C(Cc1ccc(OCc2ccccc2)cc1)NC(=O)OC(C)(C)C)C(N)=O (configuration not stated)
 : 0.7 | 20.6 | -3.0 | -0.5 | -3.2 | 8.7 | -2.0 | 2.8 | -1.2
[42] O=C1c2ccccc2NC(c2cn[nH]c2-c2ccccc2)N1O (configuration not stated)
 : -10.9 | 0.3 | 0.7 | -3.8 | -17.6 | 0.3 | -0.7 | -0.1 | 0.5
[43] Cc1ccccc1CSCCC(=O)NCCC1=CCCCC1
 : 9.1 | 2.7 | 11.4 | -1.3 | 14.7 | 11.0 | 1.7 | -0.1 | 7.9
[44] NS(=O)(=O)c1ccc(NC(=S)N2CCN(C(=O)C3CCCO3)CC2)cc1 (configuration not stated)
 : -0.8 | 6.4 | -2.8 | -4.0 | 1.4 | 9.3 | -1.8 | 8.7 | 11.0
[45] CCCCN(CC)CCNC(=O)c1cc2c(C)nc3ccccc3c2o1
 : 3.0 | 12.6 | -1.6 | -4.2 | 16.5 | -25.9 | -0.6 | 18.0 | -7.6
[46] CC(C)c1nnc(NC(=O)CCC(=O)N2CCN(c3ccccn3)CC2)s1
 : -5.8 | 2.5 | 1.5 | 4.0 | 1.1 | -27.3 | 0.9 | -2.1 | -9.7
[47] CCCCN1C(C)=CC(=C2C(=O)c3ccccc3C2=O)C=C1C
 : 0.8 | -114.2 | -4.7 | -1.9 | 13.7 | -8.9 | -1.1 | -42.2 | -132.2
[48] Cc1ccc2c(c1)c1c3n2CCCN(Cc2ccccc2)C3CCC1 (configuration not stated)
 : 6.0 | 12.4 | 8.0 | 1.3 | 10.7 | -15.4 | 0.6 | 6.9 | -0.5
[49] Cc1cccc(NC(=O)CSCC(=O)NCc2cccc(C(F)(F)F)c2)c1
 : 6.8 | -28.7 | 10.4 | -1.5 | 13.1 | -15.2 | 4.0 | -0.1 | 10.2
[50] CCOc1ccc(CN2CCC(Cc3ccccc3)CC2)cc1
 : -9.1 | -0.5 | -5.6 | -5.5 | 8.3 | 18.6 | 1.2 | 23.7 | 10.1
[51] Cc1cc(-c2nc(-c3ccncc3)no2)ccc1[N+](=O)[O-]
 : 2.7 | -114.5 | -10.9 | -2.9 | -0.1 | -70.5 | 6.3 | -60.0 | -61.2
[52] Cc1cc(=O)n2c(-c3ccccc3C)n[nH]c2n1
 : -0.6 | -24.1 | 3.7 | -2.6 | 14.7 | 10.7 | 0.6 | -3.3 | -6.3
[53] CCOC(=O)C1CC(c2ccc(Cl)cc2)=NNC1=O (configuration not stated)
 : 18.1 | -7.8 | 3.5 | 0.2 | 6.7 | 13.2 | -0.1 | -0.7 | -1.1

Screening results from PubChem.
